SMARCA2 activ: SMARCA2 function activation, primary screen; MG213 cells, MMTV-luciferase reporter, dexamethasone, overnight; activation, % at 9.1 µM; AID 652017; 370,000 compounds, 1% hits; in the data active = activation above about 7.8%;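 note: 0% = vehicle wells and 100% = reference activator wells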
NPR2 activator: GC-B (human) receptor activation. P20594. HEK293-GC-B cells, CNP EC30, cGMP TR-FRET; 0% at EC30 CNP, 100% saturating CNP. activation, % at 10 µM. 370,000 compounds, 0.11% hits. AID 1920062;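 active = activation at 10 µM reaching about 35% in either raw or pattern-adjusted values, limit read from the data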
DAX1 inh-1: blocks DAX1 repression of SF-1 activated StAR promoter. AID 652010. 370,000 compounds, 1.1% hits. inhibition, % at 6.8 µM. HEK293T StAR-luciferase reporter, SF-1/DAX-1 repression relief;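 active = inhibition above the mean over all tested compounds plus 3 SD, cut at about 3.6% in these data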;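 note: 0% = DAX-1 cells with DMSO and 100% = cells lacking DAX-1 with DMSO; higher inhibition means more luminescence from relief of DAX-1 repression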
ADAM10 inh: inhibitors of human ADAM10. inhibition, % at 7 µM. O14672. recombinant ADAM10, EDANS/DABCYL FRET peptide cleavage, 3 h. 370,000 compounds, 0.62% hits;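 active = inhibition above a per-campaign cutoff equal to the mean of compounds falling between control-based bounds plus 3 SD, cut at about 20% in these data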;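 note: 0% = DMSO wells while the 100% control is not disclosed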
ssDAF-12 act: activators of S. stercoralis DAF-12 nuclear receptor | 370,000 compounds, 1% hits | activation, % at 6.8 µM | HEK293 ssDAF-12/GRIP1 lit1-tk-luc reporter, luminescence; % of 3 µM dafachronic acid response;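 active = activation above the mean over all tested compounds plus 3 SD, cut at about 0.9% in these data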;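 note: 0% = DMSO-only wells and 100% = 3 µM delta7-dafachronic acid wells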
hgDAF12 agonist: activates the H. glycines DAF-12 receptor ligand-binding domain. HEK293 GAL4-hgDAF12 UAS-luciferase reporter, agonist luminescence; normalized to butyrate control. activation, % at 6.8 µM. 370,000 compounds, 1.8% hits;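 active = activation above a cutoff set at the mean of all screened compounds plus 3 SD, cut at about 10% in these data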;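 note: 0% = DMSO wells and 100% = sodium butyrate wells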
GC-A act: GC-A (human) enzyme activation | HEK293 GC-A cells, cGMP TR-FRET, EC30 ANP; 0% at EC30 ANP, 100% saturating ANP | activation, % at 10 µM | 370,000 compounds, 0.14% hits | AID 1671463; in the data active = activation above about 40%
Target sequence (P16066 whole entry, looked up): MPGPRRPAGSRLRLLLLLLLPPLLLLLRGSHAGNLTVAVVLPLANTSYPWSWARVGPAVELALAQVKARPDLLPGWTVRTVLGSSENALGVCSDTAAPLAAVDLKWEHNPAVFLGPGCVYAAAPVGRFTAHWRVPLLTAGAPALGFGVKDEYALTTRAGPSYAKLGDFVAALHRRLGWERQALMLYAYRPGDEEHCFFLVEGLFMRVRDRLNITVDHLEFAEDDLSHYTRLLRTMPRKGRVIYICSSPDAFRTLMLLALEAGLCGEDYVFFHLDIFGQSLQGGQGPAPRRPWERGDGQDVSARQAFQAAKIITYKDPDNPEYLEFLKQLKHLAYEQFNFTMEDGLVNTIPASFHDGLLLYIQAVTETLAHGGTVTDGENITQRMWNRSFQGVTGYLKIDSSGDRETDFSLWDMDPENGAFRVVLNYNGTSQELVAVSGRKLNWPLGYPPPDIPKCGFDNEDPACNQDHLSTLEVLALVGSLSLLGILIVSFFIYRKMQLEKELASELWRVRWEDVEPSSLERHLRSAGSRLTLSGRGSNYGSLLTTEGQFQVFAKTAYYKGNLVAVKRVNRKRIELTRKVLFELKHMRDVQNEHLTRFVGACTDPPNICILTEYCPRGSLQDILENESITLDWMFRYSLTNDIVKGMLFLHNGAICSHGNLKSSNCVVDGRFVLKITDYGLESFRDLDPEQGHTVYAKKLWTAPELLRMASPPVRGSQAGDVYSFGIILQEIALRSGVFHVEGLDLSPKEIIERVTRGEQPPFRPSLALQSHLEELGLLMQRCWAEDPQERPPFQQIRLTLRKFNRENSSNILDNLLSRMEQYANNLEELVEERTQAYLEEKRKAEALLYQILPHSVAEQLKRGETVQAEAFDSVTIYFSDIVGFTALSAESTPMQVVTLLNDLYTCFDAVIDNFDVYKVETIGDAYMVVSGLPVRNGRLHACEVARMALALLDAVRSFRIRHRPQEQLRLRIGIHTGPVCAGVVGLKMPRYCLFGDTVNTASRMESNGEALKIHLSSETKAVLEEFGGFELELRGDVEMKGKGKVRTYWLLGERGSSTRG
HGIII-sPLA2 inh: Inhibits HGIII-sPLA2 liposome hydrolysis, primary screen | Q9NZ20 | QFRET BODIPY PC-A2 liposome hydrolysis, fluorescence | inhibition, % at 12.2 µM | 370,000 compounds, 0.56% hits;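 active = inhibition above mean plus 3 SD of compounds lying within the high and low control bounds, cut at about 19% in these data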;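 note: 0% = median of test compound wells and 100% = no enzyme DMSO wells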
hcDAF12 agonist: H. contortus DAF-12 activation, primary screen; HEK293 hcDAF-12 lit1-tk-luc reporter, luminescence; 0% DMSO, 100% Δ7-dafachronic acid; activation, % at 6.8 µM; 370,000 compounds, 1.4% hits; AID 652067;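 active = activation above the mean of all tested compounds plus 3 SD, cut at about 5.5% in these data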;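 note: 100% = response to 3 µM Δ7-dafachronic acid high control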
DAX1 inh-2: inhibitors of human orphan nuclear receptor DAX1 (NR0B1); P51843; HEK293 Gal4-DAX1 luciferase reporter, luminescence; 340,000 compounds, 0.99% hits; inhibition, % at 6.75 µM; AID 504766;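 active = inhibition above the mean over all tested compounds plus 3 SD, cut at about 4.2% in these data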;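 note: 0% = DAX1-transfected cells with DMSO and 100% = empty-vector control cells with DMSO; inhibition shows as a rise in luminescence from relieved DAX1 repression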
GAA850 FXN act: increases GAA850 frataxin promoter reporter activity; HEK293 lucGAA850 FXN promoter luciferase reporter, 24 h; percent of 10 µM SAHA response; activation, % at 6 µM; 360,000 compounds, 0.56% hits; AID 540364;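 active = activation above the average of all compounds screened plus 3 SD, cutoff fixed separately per campaign, cut at about 7.5% in these data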;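 note: 0% = DMSO wells and 100% = 10 µM SAHA wells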
Starred values were filed as active, the others as inactive; · = no result given.

SMILES	SMARCA2 activ	NPR2 activator	DAX1 inh-1	ADAM10 inh	ssDAF-12 act	hgDAF12 agonist	GC-A act	HGIII-sPLA2 inh	hcDAF12 agonist	DAX1 inh-2	GAA850 FXN act
CC(C)C(NS(=O)(=O)c1ccc2c(c1)oc(=O)n2C)C(=O)N1CCN(Cc2ccccc2)CC1 (stereo unspecified)	-0.5	-11.4	0.0	-11.7	-1.2	-1.5	1.3	4.8	-1.3	0.4	-0.1
COc1ccc(CN(C)S(=O)(=O)c2c(C)noc2C)cc1OC	0.7	-2.0	0.9	-4.4	-1.4	-1.2	2.0	-1.8	-1.4	-0.8	4.3
COc1cc(C(C)=O)ccc1OCC(=O)N1CCC(Cc2ccccc2)CC1	-2.9	3.1	-0.3	-3.5	-1.5	1.1	3.7	-5.2	0.2	-0.4	-0.7
COc1n[nH]c2nncnc12	0.2	4.9	-0.1	5.3	-1.1	1.0	2.2	5.3	0.1	-0.2	-3.0
O=C(O)c1ccc(CNC(=O)c2ccc3c(c2)C(=O)N(Cc2cccnc2)C3=O)cc1	-1.6	4.3	0.1	-2.0	-1.1	-0.2	1.1	5.4	-1.0	-0.3	1.5
CC(C)(C)OC(=O)C[C@@H]1C/C=C\C[C@@H](CC(=O)N[C@H](CO)Cc2ccccc2)C(=O)N2CCC[C@@H]2COC1=O	0.3	3.0	0.0	6.5	-1.4	-2.3	-1.1	6.2	-1.4	-0.1	-0.2
Cc1ccc(Nc2c3c(nc4ncnn24)CCC3)cc1	-0.6	6.2	-1.5	8.3	-1.2	-2.2	1.8	3.3	-1.1	-0.3	1.0
O=C(NCc1ccc(Cl)cc1)c1nccnc1CO	-4.8	3.8	0.5	4.6	-1.2	-1.5	-4.7	4.5	-0.1	-0.6	-0.4
COc1ccc(S(=O)(=O)Nc2nc(C(F)(F)F)cs2)cc1	-0.6	-4.8	-0.2	-2.6	-1.3	-0.2	3.9	-10.4	-1.1	-0.5	-1.9
CCCC(C(=O)NC(C)(C)C)N(CCN1CCOCC1)C(=O)CNS(=O)(=O)c1ccccc1 (stereo unspecified)	1.6	-6.7	-0.1	-17.1	-1.5	-1.0	2.8	7.0	-1.7	-0.6	-1.3
O=C(c1ccc(S(=O)(=O)c2ccccc2Cl)c([N+](=O)[O-])c1)N1CCN(Cc2ccccc2)CC1	-3.7	-4.6	-2.0	6.7	-2.3	-4.4	5.5	-19.7	-4.0	-1.8	-1.5
Cc1cc(C)c(C#N)c(Sc2ccc(N)cc2)n1	-1.3	4.3	-0.3	3.2	-0.3	0.2	2.6	7.0	-0.8	-0.6	2.5
CN(c1ccccc1C(=O)Nc1cccc(Br)c1)S(=O)(=O)c1ccccc1	4.3	-8.1	0.0	16.3	-1.1	1.1	-9.4	-3.2	-2.0	0.9	0.3
CCN(CC)CCN(CC(=O)N(C1CCCCC1)C1CCCCC1)C(=O)c1cccnc1	0.4	-13.2	0.1	-1.7	-1.2	-1.8	-27.2	-1.6	0.1	-0.5	-3.7
CSCC[C@H](NC(=O)c1cccs1)c1nnc2ccccn12	-3.7	-2.6	0.2	-1.3	-0.7	0.3	-1.0	5.1	-1.5	0.3	1.4
N#C/C(=C/c1ccc(N2CCOCC2)o1)C(=O)NC1CCCCC1	-1.2	-1.7	0.3	0.2	-1.3	0.5	-0.8	-5.9	-0.5	1.4	4.7
NC(=O)Nc1n[nH]c(-c2ccccc2)n1	-1.9	-1.9	0.0	0.3	-1.2	-0.4	1.5	5.9	1.4	-0.1	0.1
COc1ccc(NC(=O)c2cc(-c3cc(F)ccc3OCC3CCCO3)n[nH]2)c(C)c1 (stereo unspecified)	-0.9	79.3*	-1.2	-10.0	-1.8	1.3	59.7*	-6.7	-2.4	·	-0.8
COC(=O)[C@@]12CCCCC3=C1N(CCC3)C(=O)[C@H]2CC(=O)NCc1cccc2ccccc12	-2.7	-4.0	-0.9	5.8	-0.9	-3.7	0.1	-12.0	-2.5	·	·
O=C(Nc1cccc(Cl)c1)Nc1cccc(C(=O)O)c1	13.8*	2.3	1.2	-1.8	0.8	9.7	4.0	-7.2	1.4	·	2.7
Cc1ccc(-c2ccc(/C=C3/NC(=O)NC3=O)o2)cc1[N+](=O)[O-]	-0.7	-0.7	-0.6	6.7	-1.5	0.2	-12.8	-9.8	-1.1	-1.2	-0.6
COCCCNC(=O)C[C@H]1C[C@@]2(C(=O)OC)C(=C[C@H](C(C)(C)C)O[C@@H]2C)N(Cc2ccc3c(c2)OCO3)C1=O	1.0	4.5	-1.2	-6.6	-1.1	1.1	-2.0	1.6	-1.1	·	·
CC(C)NS(=O)(=O)c1ccc(NC(=O)Cc2cccs2)cc1	1.7	-0.8	0.8	0.2	-1.2	0.6	1.7	-4.0	-1.5	0.1	4.0
COc1ccc(CCNC(=O)c2ccc(CN3CCC(Cc4ccccc4)CC3)cc2)cc1OC	-3.1	-2.1	-0.7	-2.0	-1.3	-3.6	-0.1	-15.7	-2.5	-1.9	0.8
Cn1c(=O)c2c(nc(CN3CCN(C(c4ccccc4)c4ccccc4)CC3)n2CCCO)n(C)c1=O	-1.4	0.2	0.3	1.9	-1.3	-2.4	-3.1	1.7	-1.4	-0.1	-3.2

Next records follow.
SMILES	SMARCA2 activ	NPR2 activator	DAX1 inh-1	ADAM10 inh	ssDAF-12 act	hgDAF12 agonist	GC-A act	HGIII-sPLA2 inh	hcDAF12 agonist	DAX1 inh-2	GAA850 FXN act
CCOc1cc(/C=C(/C#N)c2ccc(Cl)cc2)cc(Cl)c1OCC(=O)O	-9.8	-4.6	-1.5	-5.6	-3.3	-5.6	2.7	0.5	-3.6	-0.9	-13.6
COc1ccc(-c2cc(C(=O)N=Nc3c(O)[nH]c4ccccc34)[nH]n2)cc1	-2.3	11.4	0.5	-0.9	-0.8	5.0	0.6	0.6	0.2	·	·
COc1cccc(OC)c1C(=O)Nc1cc(C)nn1-c1nc2ccccc2[nH]1	-2.6	1.7	-2.6	11.9	-1.6	-6.4	9.9	1.7	-2.5	-3.1	-7.7
CCOC(=O)c1sc(N2C(=O)C(O)=C(C(=O)c3ccco3)C2c2cccc(Cl)c2)nc1C (stereo unspecified)	0.0	-1.6	0.2	0.1	-0.9	-1.2	-0.9	-7.7	-0.8	-0.7	1.5
COc1cccc(N2CC(O)=C(c3nc4ccccc4s3)C2=N)c1	-1.0	-4.1	-1.4	-45.2	-0.9	-1.1	-1.9	8.2	-2.3	-1.9	-2.3
CCOC(=O)[C@@H]1CCNC[C@@H]1c1ccccc1	2.2	-2.1	-0.1	3.9	-1.0	-1.0	0.2	-3.0	-0.1	0.3	-0.8
C#CCOc1ccc(Br)cc1/C=N/O	-0.1	-7.5	-0.3	0.8	-0.9	-1.8	13.5	-11.9	-1.8	-0.9	1.9
Cc1ccc(S(=O)(=O)N2CCC[C@H]2C(=O)OC(C)C(=O)Nc2ncc(Cl)cc2Cl)cc1 (stereo partly specified)	-2.7	0.3	0.0	-7.1	-1.1	-0.8	-0.8	1.2	0.0	-1.1	1.1
COc1ccccc1NC(=O)CSc1ncn[nH]1	-1.3	-7.0	-0.3	3.2	-0.8	3.0	-2.8	-9.1	-1.2	-0.2	1.4
Cc1ccc(OCCCCn2ccnc2)c([N+](=O)[O-])c1	-0.5	-14.2	0.0	3.3	-1.4	-0.3	3.8	-10.7	0.4	0.2	0.5
Cc1cccc(C2CC(c3ccc(Br)cc3)Nc3nc(N)nn32)c1 (stereo unspecified)	-2.9	-4.4	-0.6	-149.7	-1.2	-1.7	-11.7	16.8	-1.1	1.7	-0.1
CCCn1nc(C(=O)N2CC(=O)Nc3ccccc32)c2ccccc2c1=O	5.2	-9.1	-0.9	5.1	-1.4	-0.3	-18.6	2.7	-1.5	-1.7	-1.4
COc1ccc(C(=O)n2nc(-c3ccc(Cl)cc3)nc2N)cc1OC	-1.8	6.1	0.0	-4.0	-1.6	-1.7	4.5	2.5	-1.3	-0.9	0.5
CN(/N=C/Cc1nnnn1-c1ccc(Cl)cc1)c1ccccc1	-3.0	-1.3	0.6	3.4	-1.4	-0.1	-4.2	-3.8	1.1	2.4	0.3
COc1c(C(=O)Nc2ccc(CN3CCOCC3)cc2)cc2ccccc2c1Br	2.4	2.5	-0.9	14.5	-1.4	-1.4	-0.7	-4.4	-2.4	-0.5	-1.2
O=c1cc(CSCc2ccc(Cl)cc2)[nH]c(=O)[nH]1	3.0	-0.2	0.4	-4.5	-1.1	3.2	1.0	1.6	-1.6	-0.1	0.4
CN(Cc1ccccc1)C(=O)OCc1cn(Cc2cccc(F)c2)nn1	-1.4	0.8	-0.2	-3.4	-1.0	0.0	-4.5	0.5	0.4	·	·
COc1ccc(-c2nnn(CC(=O)N(CCCO)C(C(=O)NC3CCCC3)c3ccncc3)n2)cc1 (stereo unspecified)	-3.3	-1.4	-0.3	-9.3	-2.3	-0.5	2.1	4.2	-1.4	-1.0	-0.8
O=C(CC(NC(=O)OCc1ccccc1)C(=O)O)OCc1ccccc1 (stereo unspecified)	-2.9	4.5	-0.2	1.0	-2.3	1.1	3.4	-3.4	0.1	-0.7	1.4
COc1ccc(C(c2c(C)[nH]n(-c3ccccc3)c2=O)c2c(C)[nH]n(-c3ccccc3)c2=O)cc1OC	2.7	-1.1	-0.6	1.9	-1.0	0.1	8.4	3.7	7.5*	0.1	1.4
O=C(Nc1ccc2cn[nH]c2c1)c1ccc(Cl)c(S(=O)(=O)N2CCOCC2)c1	0.4	0.5	1.1	5.3	-0.4	5.5	-1.8	-6.1	6.5*	1.9	3.8
CCN(CC)C(=O)C1=C(C)N(CCC2=CCCCC2)C(=O)C(CC(=O)NC(c2ccccc2)c2ccccc2)C1 (stereo unspecified)	-4.7	0.0	0.1	4.1	-0.8	0.2	-4.9	-17.6	0.2	3.3	-2.5
Cc1cccc(C2=NN(c3ccc(Br)cc3)[C@@H](C(=O)N3CCOC3=O)[C@@H]2c2ccc([N+](=O)[O-])cc2)c1	-5.0	0.5	2.0	11.3	-1.7	1.5	-0.7	0.5	0.3	-0.8	-1.0
COc1ccc(OCC(=O)NC(=O)c2ccccc2OC)c([N+](=O)[O-])c1	0.6	-3.6	2.3	-6.4	-0.9	3.5	-1.3	4.3	0.9	-0.2	1.3
O=C1CC(/C=C/c2ccncc2)=Nc2ccccc2N1	3.3	-5.4	-1.2	-19.2	0.5	-2.4	-0.5	0.5	3.5	-0.6	-3.5
O=C(NCCN1CCOCC1)c1ccc(NS(=O)(=O)c2cccc([N+](=O)[O-])c2)cc1	-2.7	0.5	-0.1	-12.4	-1.1	0.7	2.9	6.2	3.6	0.9	0.6
CCN(c1ccccc1)S(=O)(=O)c1ccc(OC)c(NC(=O)Cc2ccccc2OC)c1	-4.1	0.2	-2.6	10.1	-1.2	1.3	-0.9	-11.3	0.0	-0.7	-1.2
COc1ccc(Cc2nnc(SCC(=O)c3ccc4c(c3)NC(=O)CO4)o2)cc1	-1.9	-3.0	0.5	-15.5	-1.3	-2.5	-1.6	-29.1	-2.9	0.4	-1.5
